PI4K2A block – qHTS for small molecular inhibitors of PI4K2A | activity change, negative = inhibition, % at 76.9 µM | Phosphatidylinositol 4-kinase type 2-alpha (Homo sapiens), Q9BTU6 | AID 1346378, 2018 | purified PI4K2A, ADP-Glo luminescence, 1 h; stronger effect = lower value | 420,000 compounds, 0.13% hits; in the data active = activity change below about -50%; inconclusive = mostly about -30% to -49%;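 also: -100% = wells without enzyme as full effect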
Target sequence (Q9BTU6 whole entry, looked up): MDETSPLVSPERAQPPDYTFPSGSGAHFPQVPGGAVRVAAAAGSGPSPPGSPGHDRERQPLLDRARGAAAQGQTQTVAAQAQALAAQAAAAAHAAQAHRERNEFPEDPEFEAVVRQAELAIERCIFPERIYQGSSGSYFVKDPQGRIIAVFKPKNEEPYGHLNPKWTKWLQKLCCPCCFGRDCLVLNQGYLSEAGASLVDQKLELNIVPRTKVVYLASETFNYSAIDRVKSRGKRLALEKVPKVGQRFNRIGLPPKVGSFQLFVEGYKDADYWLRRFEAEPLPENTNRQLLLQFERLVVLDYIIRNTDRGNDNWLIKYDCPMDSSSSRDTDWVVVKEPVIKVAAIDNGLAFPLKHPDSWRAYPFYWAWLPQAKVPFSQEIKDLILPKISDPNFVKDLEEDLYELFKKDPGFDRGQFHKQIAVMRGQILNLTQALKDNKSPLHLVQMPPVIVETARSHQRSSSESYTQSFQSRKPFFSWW
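ADP-Glo luminescence measured ADP generated by PI4K2A enzyme (4 ug/mL before mixing) with 1.2 mM PI substrate (pre-mix) and 300 microM ATP (pre-mix). Tris pH7.5 buffer with MgCl2, Triton X-100; 1 h reaction at ambient temperature.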
Starred values were filed as active, the others as inactive; ? = inconclusive; & = joins results of further samples. These rows are one share of the data, so the mix of outcomes need not match the whole.

structure,PI4K2A block
CN(Cc1ccccc1)C(=O)c1ccc(Nc2nc(CN)cs2)nc1,4
CC1(C(=O)NS(=O)(=O)c2ccccc2OC(F)(F)F)CCN1C(=O)c1ccco1 (stereo unspecified),0
O=C(CCc1ccccc1)N[C@H]1[C@H](O)CCC[C@@]12C(=O)N(Cc1ccccc1)c1ccc(-c3ccccc3)cc12,3
CC(C)(C)c1ccc(C(O)c2ncc(-c3cccc(F)c3)[nH]2)cc1 (stereo unspecified),0
O=C(c1ccccc1)N1CC[C@H]2[C@H](CCCN2Cc2cc(F)cc(F)c2)C1,-1
COC(=O)C1=C(C)NC(C)=C(C(=O)OCCCN2CCC(c3ccccc3)(c3ccccc3)CC2)C1c1cccc([N+](=O)[O-])c1 (stereo unspecified),2
CCCCNS(=O)(=O)c1cccc(NC(=O)[C@@H]2O[C@H](CO)[C@@H](O)[C@H]2O)c1,-3
COC(=O)C1=CN(c2cccc(OCc3ccccc3)c2)C(N)=C(C#N)C1c1cccc(OC)c1OC (stereo unspecified),-4
CCOC(=O)C1CCCN(C(=O)c2ccc3c(c2)C(C)(C)CCC3(C)C)CC1 (stereo unspecified),1
CCc1nc2ccc(C(=O)N(CC)CCN(C)C)cn2c1N(C)Cc1ccc(OC)cc1,0
Oc1cccc2cc(-c3ccncc3)cnc12,?
OC[C@@H]1CN(Cc2ccc3c(c2)OCO3)C[C@H](n2cnc3c(N4CCOCC4)ncnc32)O1,-5
O=C(NC1CCCCC1)C(c1cccc2ccccc12)n1c(=O)c(-c2cc3ccccc3[nH]2)nc2ccccc21 (stereo unspecified),-1
CN1CCC(=C2c3ccccc3CCc3cccnc32)CC1,-2
CC1=C(C(=O)N(C(C)C)C(C)C)CC(CC(=O)NCc2ccco2)C(=O)N1Cc1ccccc1 (stereo unspecified),-2
Cc1nc2ccccc2n1C(C)c1nc2ccccc2n1CC(=O)c1ccc(OC(F)(F)F)cc1 (stereo unspecified),5
COc1ccc2c(CCN3C(=O)c4ccccc4C3=O)c(-c3c(CCN4C(=O)c5ccccc5C4=O)c4ccccc4n3C(=O)OC(C)(C)C)[nH]c2c1,-6
O=C(Nc1nnc([C@H]2C[C@H](O)[C@@H](CO)O2)s1)Nc1cccc(Cl)c1Cl,7
CCOC(=O)C(=O)N(Cc1ccccc1)c1ccccc1C(=O)Nc1cc(OC)ccc1OC,4
C=CCN1[C@@H](C)COc2cccc(N3CCSCC3)c2S1(=O)=O,-5
c1ccc2cc(Cn3ccc4ccc(-c5ccc6cc[nH]c6c5)cc43)ccc2c1,?
CCOC(=O)C1(C)CCCN(C(=O)c2ccc(OC(F)F)cc2)C1 (stereo unspecified),-2
CCOC(=O)[C@@]12CN(C(=O)OC(C)(C)C)CC=C1N(Cc1ccc(OC)cc1)C(=O)[C@H]2CC(=O)N1CCN(C(=O)c2ccco2)CC1,0
CC(C)NC(=O)C1C(c2ccc(C(F)(F)F)cc2)=Nc2ccccc2N1C(=O)c1cccc(C(F)(F)F)c1 (stereo unspecified),-1

5 records picked at random from those above:
structure,PI4K2A block
O=C(Nc1nnc([C@H]2C[C@H](O)[C@@H](CO)O2)s1)Nc1cccc(Cl)c1Cl,7
CCOC(=O)C(=O)N(Cc1ccccc1)c1ccccc1C(=O)Nc1cc(OC)ccc1OC,4
C=CCN1[C@@H](C)COc2cccc(N3CCSCC3)c2S1(=O)=O,-5
CCOC(=O)C1(C)CCCN(C(=O)c2ccc(OC(F)F)cc2)C1 (stereo unspecified),-2
COc1ccc2c(CCN3C(=O)c4ccccc4C3=O)c(-c3c(CCN4C(=O)c5ccccc5C4=O)c4ccccc4n3C(=O)OC(C)(C)C)[nH]c2c1,-6

Further structures follow:
structure,PI4K2A block
O=C(NC1CCCCC1)C(c1ccnc2ccccc12)N1CCc2ccccc2C1 (stereo unspecified),-24
O=C(NCC(F)(F)F)c1ccc2sc([C@H]3C[C@H](O)[C@@H](CO)O3)nc2c1,-7
CC(C)Oc1cc(F)ccc1-c1cc(C(=O)NCc2cccs2)[nH]n1,0
COc1ccc(-c2cccc(N3CCN(c4ccccn4)CC3)n2)cc1OC,1
COC(=O)[C@H](Cc1ccccc1)NC(=O)/C=C/[C@H]1O[C@@H](n2ccc(=O)[nH]c2=O)[C@H](O)[C@@H]1O,0
CC(=O)NC(c1ccccc1)c1nc(-c2cccs2)cs1 (stereo unspecified),-2
CCCCCc1cccc2[nH]cc(-c3ccccc3)c12,-5
NC(=S)N/N=C/c1cccnc1,-1
CC(C)(C)S(=O)(=O)/C(C#N)=C/c1cccn1S(=O)(=O)c1ccccc1,-3
CC(C)NC(=O)c1csc(COCCO)n1,-2
COCCNC(=O)C1(C)CCN(C(=O)c2cc(C(C)(C)C)nn2C)C1 (stereo unspecified),3
O=C(NC(c1ccc(-c2ccccc2)cc1)c1cnccn1)C1CCN(Cc2ccc(Cl)c(Cl)c2)CC1 (stereo unspecified),4
O=c1[nH]c2ccc(S(=O)(=O)N3CCCC3)cc2o1,-4
CCCNC(=O)C1(C)CCCN(Cc2cc3ccccc3o2)C1 (stereo unspecified),-7
CCNC(=O)c1cc2c(c(-c3cccc(-c4cccnc4)c3)n1)[C@H](CCO)N(S(C)(=O)=O)C2,-5
C[C@H]1CN([C@@H](C)CO)S(=O)(=O)c2ccc(-c3ccc(C#N)cc3)cc2O[C@H]1CN(C)C(=O)CN(C)C,-1
CC(=O)Nc1cccc(-c2ccnc3c2CC(C)(C(=O)NCc2cccs2)O3)c1 (stereo unspecified),-3
CC1(c2nnnn2-c2ccc3c(c2)OCCO3)CCC(=O)N1CCOc1ccccc1 (stereo unspecified),0
CCC(CC)(CC(=O)Nc1cccc(/C=C/c2nc(C3CCC3)cs2)c1)C(=O)O,2&0
COc1ccc(C(N)c2csc(Nc3ccc(S(C)(=O)=O)cc3)n2)cc1 (stereo unspecified),0
CC(=O)OC[C@@H]1CN(Cc2ccccc2)C[C@H](n2cnc3c(NC4CCC4)ncnc32)O1,-2
CN(C)c1cccc(CNC(=O)c2csc([C@H]3C[C@H](O)[C@@H](CO)O3)n2)c1,-5
CCC[C@H]1[C@@H](NC(=O)C2CCC2)CC[C@@]23CCCN2C(=O)CCC[C@@H]13,3
O=C(Nc1ccc2c(c1)OCO2)c1cc(C2CCCCN2C(=O)c2ccc(Cl)cc2)on1 (stereo unspecified),-5
Cc1cc(-n2nc3ccc(Cl)cc3n2)c(O)c(C(C)(C)C)c1,-2
CC(C)N(C(=O)c1ccc(Cc2cn(C)c3ccccc23)nc1)C(C)C,-7
N#CC(=Nc1cccc(F)c1)C1=C(O)c2ccccc2C1=O,-7
O=C(Nc1ccc(F)cc1)C(c1ccncc1)N1CCN(CC(=O)N2CCCC2)CC1 (stereo unspecified),-7
O=C(CCc1ccccc1)N[C@H]1[C@H](OC(=O)c2ccco2)CCC[C@]12C(=O)N(Cc1ccccc1)c1ccccc12,-5
CC(C)=CCOc1ccc(/C=C/C(=O)c2ccc(OCC=C(C)C)cc2OCC(=O)O)cc1,-1
COc1ccc(-c2csc(C(C)(O)c3ccccc3)n2)cc1 (stereo unspecified),-1
CS(=O)(=O)Nc1ccc(-c2cnc3cccnn23)cc1,-8

Grouped by structure, the compounds so far with a COOH group (2)
structure,PI4K2A block
CCC(CC)(CC(=O)Nc1cccc(/C=C/c2nc(C3CCC3)cs2)c1)C(=O)O,2&0
CC(C)=CCOc1ccc(/C=C/C(=O)c2ccc(OCC=C(C)C)cc2OCC(=O)O)cc1,-1

More records follow:
structure,PI4K2A block
CSc1ccc(Cn2c(C)c(C(=O)NCc3ccc(C(C)C)cc3)sc2=O)cc1,-2
CC(C)NC(=O)C1(C)CCN1CCC(=O)c1ccccc1 (stereo unspecified),-1
Cc1ccc(-n2c(SCC(=O)Nc3ccc(S(=O)(=O)Nc4cc(C)nc(C)n4)cc3)nnc2-c2ccncc2)cc1,-5
CCCCNC(=O)C1(C)CCCCN1C(=O)c1ccc2c(c1)C(C)(C)CCC2(C)C (stereo unspecified),3
O=C(NCCc1ccccc1)Nc1nnc([C@H]2C[C@H](O)[C@@H](CO)O2)s1,3
COC(=O)[C@]12CCCCC=C1N(CCC1=CCCCC1)C(=O)[C@H](CC(=O)NCCc1ccccc1OC)C2,-2
CCCCCCSc1ccc(-c2nc3ccc(C)cn3c2NCCCC)cc1OC,6
Nc1nc(-c2ccccc2)c(Br)c(=O)[nH]1,3
CC1(C(=O)NS(=O)(=O)Cc2cccc(Cl)c2)CCN1C(=O)C1(c2ccc(Cl)cc2)CC1 (stereo unspecified),0
Cc1cc(NS(=O)(=O)c2ccc(NC(=O)CSc3nnc(-c4cccnc4)n3-c3ccccc3)cc2)nc(C)n1,-2
Cc1ccc(NC(=O)C2CCCN(c3nnc(-n4cccc4)s3)C2)c(C)c1 (stereo unspecified),0
CC(C)C[C@H]1COc2cc(N3CCSCC3)ccc2S(=O)(=O)N1,-2
Cc1ccc(Cc2c(C3CCCCC3)nc3ccc(Br)cn23)cc1,-3
CCOC(=O)c1c(-c2ccc(N(C)C)cc2)oc2c1C(OC)CC2 (stereo unspecified),-3
O=C(OCC#CCSc1nnc(-c2cccc3ccccc23)o1)C1CCCC1,-3
COCCNC(=O)C1(C)CCCN(C(=O)c2ccc(OC)c(OC)c2)C1 (stereo unspecified),-2
Cc1ccc(Cn2cc(CN3CC(N(C)C)CS3(=O)=O)nn2)cc1 (stereo unspecified),5
O=C(CC[C@H]1O[C@@H](n2cnc3c(NC(=O)c4ccccc4)ncnc32)[C@H](O)[C@@H]1O)NCc1cccc2ccccc12,0
COC(CNC(=O)[C@H](Cc1ccccc1)NC1(C(=O)NC2CCCCC2)CCCC1)OC,-4
COc1cccc(C(O)c2ncc(-c3ccc4ccccc4c3)[nH]2)c1 (stereo unspecified),-3
O=C(Nc1ccccc1)c1cc(C2CCCCN2C(=O)OCc2ccccc2)on1 (stereo unspecified),-1
CC(C)CN1CCC1(C)C(=O)Nc1cccc(C#N)c1 (stereo unspecified),-9
CCOCCCNC(=O)C1CCN(S(=O)(=O)c2cc3c(cc2Br)CCN3C(=O)CC)CC1,1
C[C@H](O)[C@@H]1CN2CCc3c([nH]c4ccccc34)[C@@H]2C[C@@H]1N(C)C(=O)OCc1ccccc1,-6
CCCc1nc2ccc(C)cn2c1Cc1ccc(C)cc1,-6
CSCCC(c1nc2ccccc2[nH]1)n1c(=O)c(-c2cccnc2)nc2ccccc21 (stereo unspecified),-13
CCCCN1CCN(C2=NC(=O)N(c3ccc(Br)cc3)C(=O)C2)CC1,-1
COc1ccc(OCCN2CCC(C(=O)NC(c3ccc(F)cc3)c3ccc4ccccc4n3)CC2)cc1 (stereo unspecified),-1
O=C(NCc1ccco1)C1C(=O)Nc2ccccc2C(=O)N1C1CCCCC1 (stereo unspecified),-1
COc1cc(-c2c(CCO)sc3ccccc23)cc(OC)c1OC,4
CCc1nc2ccc(C(=O)NCCCN3CCCC3=O)cn2c1N(C=O)CC,0
CC(C)(C)NC(=O)C(c1ccc(C#N)cc1)n1c(=O)c(-c2ccccc2)nc2ccccc21 (stereo unspecified),1
O=C(NCC1CCCCC1)c1csc([C@@H]2O[C@H](CO)[C@H](O)[C@H](O)[C@H]2O)n1,-3
COc1ccc(OC)c(NC(=O)O[C@@H]2CC[C@@]34CCCN3C(=O)CCC[C@H]4C2)c1,-3
C#CCNC(=O)C[C@@H]1C[C@@]2(C(=O)OCC)CCC=C2N(Cc2ccco2)C1=O,-7
CC(=O)N1CCc2cc(NC(=O)C3(C)CCN3CCc3ccccc3)ccc21 (stereo unspecified),1
N[C@H](C(=O)N1CCC[C@@H]1C(=O)N1CCC2CCN(S(=O)(=O)c3ccccc3)CC21)c1ccccc1 (stereo partly specified),-4
CCOC(=O)C1(C)CCCCCN1C(=O)c1ccc(Cl)nc1 (stereo unspecified),-4
COc1cccc(N2CCN(CC(=O)NCc3ccccc3C)CC2)c1,1
CCOc1ccccc1OCCN[C@H](C)Cc1ccc(OC)c(S(N)(=O)=O)c1,-2
CC(C)c1ccc(CC(=O)N2CCC2(C)C(=O)NS(=O)(=O)c2ccc(C(C)(C)C)cc2)cc1 (stereo unspecified),-8
COC(=O)[C@]12CCCCC=C1N(Cc1cccc3ccccc13)C(=O)[C@H](CC(=O)N1CCC(c3ccccc3)CC1)C2,2
Cc1nn(-c2ccccc2)c2sc(C(=O)N3CCN(Cc4ccccc4)CC3)cc12,0
O=C(OC12CCCN(C1)/C(=C/c1ccncc1)C2)c1ccc(F)cc1 (stereo unspecified),-1
CCCCn1nnnc1C1(C)CCC(=O)N1CCCN1CCOCC1 (stereo unspecified),-9
CN1CCCC1(C)C(=O)Nc1ccc(-n2cccc2)cc1 (stereo unspecified),2
CCCNC(=O)C1(C)CCN(C(=O)c2cc(F)cc(F)c2)C1 (stereo unspecified),-5
Clc1ccccc1Nc1nc(NCc2ccccc2)nc2ccsc12,0
COC1=C[C@H](C(=O)NCc2ccc(Br)cc2)[C@H](C)[C@@H](c2ccccc2)CC1=O,-1
O=C(Nc1ccc(Oc2ccccc2)cc1)C1CCCN1S(=O)(=O)c1cccc2cccnc12 (stereo unspecified),0
COc1cccc(C(=O)N2CCC2(C)C(=O)O)c1 (stereo unspecified),5
